Compound activity from PubChem BioAssay.
JNK3 blocker: blocks human JNK3 kinase activity | P53779 | purified JNK3 kinase activity, HTS | inhibition, % at 8 µM | actives 0.61% (n = 60,000) | AID 746; in the data active = inhibition above about 17%;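 also: 0% = DMSO and 100% = reference inhibitor; many of its hits are not listed in these tables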
Cdc25B block: inhibitors of human Cdc25B phosphatase; inhibition, %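 (compounds tested at 10 µM final in the well)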; P30305; recombinant Cdc25B, OMFP fluorescence Ex485/Em525; actives 0.1% (n = 65,000); AID 368; in the data active = inhibition above about 50%
Target sequence (P30305 whole entry, looked up): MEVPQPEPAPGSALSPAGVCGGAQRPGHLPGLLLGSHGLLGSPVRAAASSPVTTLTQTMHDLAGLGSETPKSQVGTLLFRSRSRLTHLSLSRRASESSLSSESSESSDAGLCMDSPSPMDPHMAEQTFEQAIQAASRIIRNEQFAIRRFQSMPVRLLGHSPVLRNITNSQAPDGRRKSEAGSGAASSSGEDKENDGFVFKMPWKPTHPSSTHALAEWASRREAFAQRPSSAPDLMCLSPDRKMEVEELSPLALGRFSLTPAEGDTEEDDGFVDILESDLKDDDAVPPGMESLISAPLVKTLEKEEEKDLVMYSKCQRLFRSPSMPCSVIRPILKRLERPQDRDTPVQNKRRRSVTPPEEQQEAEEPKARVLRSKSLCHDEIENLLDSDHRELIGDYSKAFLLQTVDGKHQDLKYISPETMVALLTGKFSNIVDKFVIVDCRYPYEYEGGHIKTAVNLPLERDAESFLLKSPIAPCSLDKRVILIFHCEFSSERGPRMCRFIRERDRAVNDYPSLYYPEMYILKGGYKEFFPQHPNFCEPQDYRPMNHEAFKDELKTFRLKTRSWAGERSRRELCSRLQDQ
Fluor 339 460: intrinsic fluorescence of library compounds, ex339/em460 – biochemical, MLSMR library, data from DPM-DC assay, artefact control, profiling panel | compound autofluorescence, ex339/em460 nm, NADH buffer; active compounds read high; 1 = no-compound wells, NADH background | fluorescence fold increase at 10 µM | actives 5.5% (n = 65,000);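 active = at 10 µM, mean starting fluorescence two-fold or more over control wells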;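 also: signal is the first read of a kinetic run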
PKA inh: inhibitors of human protein kinase A; P17612; PKA Kemptide phosphorylation, Kinase-Glo ATP luminescence; inhibition, % at 6 µM; actives 0.1% (n = 65,000); AID 524;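 active = inhibition above the screen-wide mean inhibition plus 3 SD, cut at about 21% in these data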; also: many of its hits are not listed in these tables
Abs 340nm: compound absorbs light at 340 nm; compound absorbance at 340 nm, fold over control; fold change at 10 µM; AID 708; 65,000 tested, under 10 active;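 active = at 10 µM dose, initial 340 nm absorbance at least 2 fold that of control wells; inactive = change under 2 fold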;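 also: initial absorbance extrapolated from kinetic A340 decline of NADH oxidation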
MKP-1 inh: blocks human MKP-1 phosphatase activity | actives 0.15% (n = 65,000) | inhibition, %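 (compounds tested at a single concentration somewhere between 10 and 100 µM)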 | recombinant MKP-1, OMFP hydrolysis fluorescence | P28562;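 active = inhibition above about 50%, limit read from the data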;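 also: 0% = DMSO max control wells and 100% = wells with enzyme stopped by NaOH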
Target sequence (P28562 whole entry, looked up): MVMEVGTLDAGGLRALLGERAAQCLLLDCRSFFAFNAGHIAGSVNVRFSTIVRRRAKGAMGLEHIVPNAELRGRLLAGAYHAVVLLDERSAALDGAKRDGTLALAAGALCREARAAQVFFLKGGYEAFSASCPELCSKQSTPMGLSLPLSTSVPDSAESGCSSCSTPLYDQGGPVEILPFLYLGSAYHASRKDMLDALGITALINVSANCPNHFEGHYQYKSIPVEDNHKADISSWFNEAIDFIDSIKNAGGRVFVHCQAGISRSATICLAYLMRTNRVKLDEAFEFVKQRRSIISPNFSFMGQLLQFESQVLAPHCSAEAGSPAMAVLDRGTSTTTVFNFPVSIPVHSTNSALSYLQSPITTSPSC
Her2 expr inh: lowers expression of human Her2 kinase; P04626; SKBR-3 HER2 protein level, AlphaScreen, 18-24 h; active compounds read low; HER2 level % of control, % at 10 µM; actives 0.69% (n = 65,000);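 active = HER2 level under 5% of the carrier-only control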;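 also: 100% = DMSO carrier and 0% = 500 nM PU-H71 HSP90 inhibitor; lower value means stronger loss of Her2 protein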
Hsp90 inh: displaces geldanamycin probe from tumor Hsp90 | P07900 | NCI-N417 lysate Hsp90, Cy3B-geldanamycin FP displacement | actives 0.35% (n = 64,000) | inhibition, % at 30 µM;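 active = inhibition above 50%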;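 also: 0% = tracer plus lysate wells and 100% = tracer alone without lysate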
ROCK2 blocker: inhibitors of human Rho kinase 2. O75116. purified ROCK2, Kinase-Glo ATP depletion luminescence. inhibition, % at 6 µM. actives 0.35% (n = 60,000). AID 604;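 active = inhibition above the screen-wide mean inhibition plus 3 SD, cut at about 18% in these data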;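 also: plate controls were DMSO wells for no effect and Y-27632 control wells after no-enzyme background subtraction for full effect; many of its hits are not listed in these tables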
Active calls of the source: *; nt = no result given.

Sample of the layout:
SMILES	JNK3 blocker	Cdc25B block	Fluor 339 460	PKA inh	Abs 340nm	MKP-1 inh	Her2 expr inh	Hsp90 inh	ROCK2 blocker
Nn1c(SCc2nc3ccccc3[nH]2)nnc1-c1cccnc1	nt	10	0.89	1	1.1	28	89	nt	nt
CCOC(=O)c1ccccc1NC(=O)CN1CCC(n2nnc3cc(F)ccc32)CC1	15	-6	1.1	6	0.99	1	99	-5	2
CCCCn1c2nc3ccccc3nc2c2c(=O)n(CCC)cnc21	3	10	3.9*	8	1.1	2	76	-1	5
Oc1cccc(Nc2nc(NCC3CCCO3)c3ccccc3n2)c1 (stereo not drawn)	-9	-6	1.4	-5	1	-4	131	0	-3
O=C(COC(=O)c1cc(-c2ccco2)nc2ccccc12)NCc1ccc2c(c1)OCO2	nt	-4	2.1*	2	1	19	88	-3	nt
CCC(c1nnc(SCC(=O)NCCc2ccc(Cl)cc2Cl)o1)N(C)C (stereo not drawn)	-5	-16	1.1	11	1	-4	76	2	5

Results, from the start:
SMILES	JNK3 blocker	Cdc25B block	Fluor 339 460	PKA inh	Abs 340nm	MKP-1 inh	Her2 expr inh	Hsp90 inh	ROCK2 blocker
Nn1c(SCc2nc3ccccc3[nH]2)nnc1-c1cccnc1	nt	10	0.89	1	1.1	28	89	nt	nt
CCOC(=O)c1ccccc1NC(=O)CN1CCC(n2nnc3cc(F)ccc32)CC1	15	-6	1.1	6	0.99	1	99	-5	2
CCCCn1c2nc3ccccc3nc2c2c(=O)n(CCC)cnc21	3	10	3.9*	8	1.1	2	76	-1	5
Oc1cccc(Nc2nc(NCC3CCCO3)c3ccccc3n2)c1 (stereo not drawn)	-9	-6	1.4	-5	1	-4	131	0	-3
O=C(COC(=O)c1cc(-c2ccco2)nc2ccccc12)NCc1ccc2c(c1)OCO2	nt	-4	2.1*	2	1	19	88	-3	nt
CCC(c1nnc(SCC(=O)NCCc2ccc(Cl)cc2Cl)o1)N(C)C (stereo not drawn)	-5	-16	1.1	11	1	-4	76	2	5
Cc1ccccc1N1C(=O)C2ON(c3ccccc3)C(c3cccnc3)C2C1=O (stereo not drawn)	-2	-14	1.1	6	1	-23	102	-3	9
CCOC(=O)CC(=O)Nc1nnc(C(C)C)s1	-6	4	1.1	-3	1	-9	101	-3	-3
COc1ccc(NC(=O)CSc2nnc(N)s2)cc1	6	-3	1.1	8	1.1	-6	96	-1	6
Cc1onc(-c2ccccc2)c1C(=O)n1nnc2ccccc21	0	-6	1.1	10	1	-12	2.2*	-4	8
CCOc1ccc(N2C(=O)CSC23CCCCC3)cc1	-6	-5	1.1	0	0.99	11	93	-2	0
CC1(C)CC(=O)c2cnc(N3CCN(c4ccccc4)CC3)nc2C1	-1	-2	1.2	5	1	-19	102	-2	6
O=C(CSc1nnc(Cc2cccs2)n1C1CCCCC1)N1CCCc2ccccc21	0	-9	1.1	2	1	25	101	-3	0
N#CC1=C(N)N(c2ccc(Oc3ccccc3)cc2)C(=O)C1	-9	-7	1	3	0.99	-2	99	-4	2
COc1ccc(-c2nnc(NC(=O)C(C)C)o2)cc1	-2	7	1.1	-2	1	15	94	0	-2
CCSCc1nnc(SCC(=O)Nc2cccc(SC)c2)n1C	-1	0	1	5	1	-7	99	3	5
Cc1nc(-c2ccccc2)nc2[nH]c(C(C)C)cc(=O)c12	-4	-1	1.1	-4	1.1	-12	94	-21	1
COC(=O)c1ccc(NC(=O)CCn2cccc2)cc1	-3	-6	1.1	8	0.99	0	109	2	4
Cc1ccc(S(=O)(=O)C2(C(=O)N3CCCC(C)C3)CC2)cc1 (stereo not drawn)	6	-13	1.1	4	1	9	92	-2	1
O=C(CCCn1c(=O)oc2ccccc21)N1CCc2ccccc2C1	nt	-4	1.1	6	1.1	10	nt	nt	nt
CCOC(=O)c1ccc(N2C(=O)C(O)=C(C(C)=O)C2c2ccc(O)c(OC)c2)cc1 (stereo not drawn)	-2	1	1.1	4	1.1	3	80	1	0
Cc1cc(C)nc(/N=C2\NC(=O)CC(C(=O)O)N2CCc2c[nH]c3ccccc23)n1 (stereo not drawn)	3	1	1.1	4	1.1	5	51	-4	-1
CCCC1(C(=O)O)NC(c2ccccc2O)C2C(=O)N(Cc3ccccc3)C(=O)C21 (stereo not drawn)	-5	-12	1.1	1	1	2	108	2	-3
CC1(C)S[C@@H]2[C@H](NC(=O)[C@H](C(=O)O)c3ccsc3)C(=O)N2[C@H]1C(=O)O	-2	-22	1	-1	0.98	-12	90	-3	5
COc1cc2c(cc1NC(=O)CCCN1C(=O)CCC1=O)oc1ccccc12	4	-18	1.2	13	1.1	6	95	-3	6
CCC(C)NC(=O)CC(NS(=O)(=O)c1ccc(Cl)cc1)c1ccco1 (stereo not drawn)	4	-5	1.1	9	1.1	3	108	0	4
CCSc1nnc(Cn2c(=O)sc3ccccc32)n1-c1ccc(OC)cc1	-7	-12	1.1	1	1.1	10	86	-2	-9
COCCc1nnc(NC(=O)Cc2ccccc2)s1	nt	1	1.1	5	0.98	-11	54	4	nt
Cc1cn(COC/C=C/c2ccccc2)c(=O)[nH]c1=O	-2	-17	1	14	0.99	-2	110	0	0
CCN(CC)S(=O)(=O)c1ccc(-c2nnc(SCC(=O)N3c4ccccc4CC3C)o2)cc1 (stereo not drawn)	8	5	1.1	11	1	11	93	1	-2
COc1ccc(OC(=O)c2cc3ccccc3o2)cc1	-2	-18	1.1	3	1	-19	106	-2	0
O=C(COC(=O)c1cccs1)NCC1CCCO1 (stereo not drawn)	2	-14	1.1	12	1	6	114	-3	6
CCCC1c2ccc(C)n2CCN1C(=O)Nc1ccccc1Cl (stereo not drawn)	1	-3	1.3	3	0.98	-6	102	-2	-3
COc1ccc(NC(=O)C2CCCN(S(=O)(=O)c3c(C)n[nH]c3C)C2)c(OC)c1 (stereo not drawn)	-5	14	1.1	-2	1	32	77	2	-1
C=CCn1c(-c2cccc(Cl)c2)n[nH]c1=S	-1	-2	1.2	10	1	-3	111	0	5
COCCN(CCOC)C(=O)c1sc2nc(-c3ccccc3)cn2c1C	-3	-27	1	0	1	-3	101	-1	2
COCCN(CCOC)C(=O)C12CCC(C)(C(=O)C1)C2(C)C (stereo not drawn)	1	14	1	4	0.99	-8	68	-4	11
COc1ccc(-c2n[nH]c(C(F)(F)F)c2-c2cc3ccccc3o2)c(O)c1	nt	-2	1.4	2	1.1	10	69	nt	nt
Clc1ccc(-n2ncc3c(N4CCCC4)ncnc32)cc1	-4	-3	1.1	4	1	13	140	-4	10
COc1ccc(N2CCN(Cc3cc(=O)oc4ccc(Cl)cc34)CC2)cc1	-3	-8	1.2	2	1	1	92	0	3
Cc1ccccc1CSc1nc2c(c(=O)[nH]1)CCC2	2	3	1.1	4	1	-9	82	-2	4
O=C(CCn1c(=O)oc2ccccc21)Nc1cccc(Cl)c1	13	-4	1.1	8	1	-8	96	-2	8
CN1CCN(CCCNC(=O)c2ccc(CS(=O)(=O)c3ccc(Br)cc3)o2)CC1	11	4	1	6	1	-8	101	-2	-2
CCCc1cc(=O)[nH]c(SCC)n1	4	-5	1.1	3	0.97	0	88	-5	3
CCOC(=O)CNc1nc(OCC#N)nc(N2CCOCC2)n1	5	-12	0.89	17	1	-25	108	-1	8
Cc1cc(C)cc(OCC(=O)NCCN2CCOCC2)c1	-10	0	1.1	-4	1	-9	143	-4	-1
Cc1ccc(NC(=O)COC(=O)Cn2c(C)csc2=O)cc1	-1	-14	1.1	12	0.99	3	132	-3	6
Cc1cc(NC(=O)CSc2nc(C3CCCCC3)nc3ccccc23)no1	6	1	1.1	7	1	10	44	-2	2
Cc1cccc(-n2c(O)c(C=Nc3c(C)n(C)n(-c4ccccc4)c3=O)c3ccccc3c2=O)n1	-7	1	1.1	-4	1.1	21	114	5	-5
CCCCOC(=O)n1ccc(C(=O)Nc2ccccc2OC)n1	1	-3	1.1	7	1	14	102	-3	8
Cc1cc(C)n(-c2nnc(C)n2NS(=O)(=O)c2ccc(F)cc2)n1	2	-6	1.1	4	1	11	99	-5	6
CCOC(=O)C1(CCSC)NC(c2ccco2)C2C(=O)N(C)C(=O)C21 (stereo not drawn)	3	-4	1	8	1	17	103	0	1
CCOC(=O)c1sc(NC(=O)c2cccs2)cc1C	14	-9	1	3	1.1	-10	57	0	-4
Cc1cccc(N(CC(=O)Nc2c(C)n(C)n(-c3ccccc3)c2=O)S(C)(=O)=O)c1C	nt	-7	1.1	nt	1.1	15	79	nt	nt
O=C(NCC(c1cccs1)N1CCOCC1)c1ccc(Cl)s1 (stereo not drawn)	-7	6	1.1	0	0.98	20	60	0	1
C=CCn1c(SCc2ccc(Cl)cc2)nc2c1c(=O)[nH]c(=O)n2C	10	7	1	3	0.99	-7	100	-5	2
CCCCC[C@H](O)/C=C/C1=C(CCCCCCC(=O)O)C(=O)CC1	-7	-21	1	-15	0.97	9	92	0	-12
O=S(=O)(c1ccc(N2CCN(S(=O)(=O)c3ccc4c(c3)OCCO4)CC2)nc1)N1CCCC1	-7	-13	1.2	7	1.1	29	98	0	4
O=C(COC(=O)Cc1ccsc1)NC1CCCCCC1	-2	3	1.1	9	0.97	8	87	2	3
Cc1ccc(-n2ncc3c(=O)[nH]cnc32)c(C)c1	0	15	1	-7	1.1	1	96	2	-6

Next results
SMILES	JNK3 blocker	Cdc25B block	Fluor 339 460	PKA inh	Abs 340nm	MKP-1 inh	Her2 expr inh	Hsp90 inh	ROCK2 blocker
COC(=O)c1cc2ccsc2n1CC(=O)Nc1ccc(N(C)C)cc1	-6	-10	1	6	0.98	30	91	-1	3
COc1ccc(N(CC(=O)Nc2ccc(C)c(C)c2)S(=O)(=O)c2c(C)n[nH]c2C)cc1	5	2	1.1	8	0.99	7	77	0	7
CCN1C(=O)CC(N2CCC(C(=O)N3CCOCC3)CC2)C1=O (stereo not drawn)	0	-4	1.1	7	1.1	1	81	0	6
Cn1c(OCc2ccc3c(c2)OCO3)nc2c1c(=O)n(Cc1cccc(Cl)c1)c(=O)n2C	7	10	1.1	4	1	-25	104	6	0
CCOC(=O)c1nnn(-c2nonc2NC(C)=O)c1C	2	-10	1	10	0.99	-7	83	-2	7
O=C(NCc1ccncc1)c1ccc(Cl)c(S(=O)(=O)N2CCOCC2)c1	nt	-1	1.1	2	1	4	52	nt	nt
O=C(Cc1nn[nH]n1)NCc1ccccc1Cl	-5	0	1.1	0	0.99	8	79	0	2
CC1CCC(C(=O)NC(C(=O)N2CCN(c3ccccn3)CC2)C(C)C)CC1 (stereo not drawn)	0	4	1.3	-2	0.98	26	82	-6	-3
COC(=O)CN(C(=O)CSc1nnc(-c2cccc(OC)c2)o1)c1ccc(OC)cc1	2	-11	1.1	-6	0.98	16	101	-1	-5
CCN1C(=O)/C(=C\N2CCN(C)CC2)SC1=S	9	-2	0.99	11	1.1	11	104	-4	9
Cc1ccc(S(=O)(=O)N2CCCC2C(=O)NCc2ccco2)cc1 (stereo not drawn)	-9	-1	1.1	-1	1	28	73	-15	-1
c1ccc(-c2nn3c(-c4ccco4)nnc3s2)nc1	-3	-4	1.2	-10	1.1	-13	57	-9	-4
O=c1c2[nH]c3ccc(Cl)cc3c2ncn1Cc1ccccn1	5	7	1.1	6	1	-8	122	-6	16
Nc1nc(C2C(=O)CCCC2=O)cs1	-3	-2	1	13	1	15	85	-5	6
O=C(Nc1nc2ccccc2n1CCN1CCOCC1)c1cn(-c2ccccc2)nc1-c1ccccc1	3	-7	1.6	1	1.1	25	77	-2	5
CC(=O)c1ccc(-c2nc3ccccc3n2C)o1	3	-17	3*	1	1.1	-10	85	-2	-26
COc1ccc(N2C(=O)CN=C2Nc2cccc(C)c2C)cc1OC	-6	-17	1.1	12	1	14	70	2	7
CCN(CC)C(=O)CSc1nnc(-c2ccc(F)cc2)n1N	8	-2	1	8	0.99	6	92	-10	4
CC1(c2ccco2)NC(=O)NC1=O (stereo not drawn)	2	4	1.1	4	1	-10	150	-2	8

A portion of the library; rates above refer to the full screens.
